PTPN22 inh 2 – LYP (human) phosphatase inhibition; Q9Y2R2; recombinant LYP catalytic domain, DiFMUP fluorescence; inhibition, % at 2 µM; 96,000 compounds, 0.21% hits;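 active = inhibition at 2 µM at or above a set limit, the screen mean plus 3 SD, cut at about 24% in these data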;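 also: 0% = DMSO with enzyme and 100% = enzyme fully blocked by orthovanadate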
Target sequence (Q9Y2R2 whole entry, looked up, the tested form may be a part): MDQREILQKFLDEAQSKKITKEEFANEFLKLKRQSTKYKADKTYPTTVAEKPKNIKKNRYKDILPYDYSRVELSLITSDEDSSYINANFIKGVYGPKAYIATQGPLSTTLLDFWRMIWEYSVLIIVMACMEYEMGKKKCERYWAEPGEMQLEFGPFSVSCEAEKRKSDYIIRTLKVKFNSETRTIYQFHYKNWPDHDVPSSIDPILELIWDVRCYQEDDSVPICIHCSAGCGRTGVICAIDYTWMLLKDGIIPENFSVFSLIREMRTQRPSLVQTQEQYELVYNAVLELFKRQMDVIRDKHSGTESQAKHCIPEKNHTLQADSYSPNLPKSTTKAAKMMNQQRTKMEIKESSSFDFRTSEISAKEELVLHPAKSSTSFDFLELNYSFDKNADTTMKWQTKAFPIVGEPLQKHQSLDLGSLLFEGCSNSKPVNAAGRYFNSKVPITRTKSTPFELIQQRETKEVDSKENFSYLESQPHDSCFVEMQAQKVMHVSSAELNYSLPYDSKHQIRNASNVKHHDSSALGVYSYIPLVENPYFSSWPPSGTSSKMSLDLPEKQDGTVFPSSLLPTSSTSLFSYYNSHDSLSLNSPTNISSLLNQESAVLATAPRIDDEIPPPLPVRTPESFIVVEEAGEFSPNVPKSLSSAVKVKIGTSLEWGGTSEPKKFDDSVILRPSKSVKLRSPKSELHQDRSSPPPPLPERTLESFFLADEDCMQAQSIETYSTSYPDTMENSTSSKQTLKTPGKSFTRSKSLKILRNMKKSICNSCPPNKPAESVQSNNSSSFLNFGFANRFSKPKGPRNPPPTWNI
Rev-RRE block – disrupts HIV-1 Rev binding to RRE RNA | Rev peptide-RRE RNA binding, FRET | inhibition, % at 8 µM | 97,000 compounds, 0.79% hits;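 active = inhibition above the screen-wide mean plus 3 SD, cut at about 35% in these data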;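 also: 0% = median DMSO wells and 100% = median Neomycin B control wells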
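assay system = Cy5-tagged RRE RNA duplex with fluorescein-tagged Rev peptide | incubation = 5 + 15 min at 25 °C | also added = labelled Rev peptide | measure = % inhibition of FRET ratio versus controls | benchmarks = DMSO wells as 0% and neomycin B wells as 100% inhibition | measured by = FRET fluorescence readout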
S1P2 ag – S1P2 (human) receptor agonism | 97,000 compounds, 0.46% hits | S1P2-expressing cell line, agonist reporter read-out | AID 729 | activation, % at 4.5 µM; in the data active = activation above about 16%;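 also: 0% = vehicle low control and 100% = maximal reference agonist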
PostGolgi yeast – growth inhibition of a yeast mutant, post-Golgi transport screen; 98,000 compounds, 0.9% hits; inhibition, % at 10 µM; post-Golgi transport phenotypic cell assay;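 also: yeast cells grown in 1536-well plates; yeast grown about 18 h at 30C before absorbance read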
S1P2 antag – antagonists of human S1P2 receptor; cell-based S1P2 antagonist assay, inhibition at 5 uM; AID 736; 97,000 compounds, 0.21% hits; O95136; inhibition, % at 5 µM; in the data active = inhibition above about 45%;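 also: CRE beta-lactamase reporter cells expressing human S1P2 stimulated with S1P; 0% = agonist at EC80 alone and 100% = agonist plus reference antagonist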
PostGolgi ctrl – inhibits growth of the yeast control strain; efflux-deficient yeast background strain, growth absorbance A615, 16 h; inhibition, % at 10 µM; 98,000 compounds, 5% hits
EphB4 antag – blocks human EphB4 binding to ephrin-B2. AID 720. inhibition, % at 7 µM. P54760. EphB4 LBD / TNYL-RAW-Alexa532 peptide, fluorescence polarization. 97,000 compounds, 0.15% hits;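 active = inhibition above the screen-wide mean inhibition plus 3 SD, cut at about 15% in these data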;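 also: 0% = DMSO wells and 100% = excess unlabeled TNYL-RAW peptide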
PTPN22 act – activators of human LYP (PTPN22) phosphatase. activation, % at 2 µM. recombinant LYP, DiFMUP fluorescence; 0 = plate median, 100 = signal doubled. 96,000 compounds, 0.11% hits. Q9Y2R2;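 active = activation at 2 µM above a set limit, the mean plus 5 SD, cut at about 37% in these data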
FAK inh – inhibitors of human focal adhesion kinase | inhibition, %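 (tested at 7 µM)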 | biochemical FAK kinase activity assay | AID 727 | 97,000 compounds, 0.84% hits | Q05397; in the data active = inhibition above about 19%;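 also: 0% = DMSO and 100% = reference compound high control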
Numbers without * were called inactive; x = not tested or not shown. Rule as the data show it, unless noted: active = inhibition above about 30%; inactive = the rest.

Structure | PTPN22 inh 2 | Rev-RRE block | S1P2 ag | PostGolgi yeast | S1P2 antag | PostGolgi ctrl | EphB4 antag | PTPN22 act | FAK inh
COc1ccc(-n2c(Cc3cccn3C)nnc2SCC(=O)Nc2ccc(C(C)=O)cc2)cc1 | 4 | 1 | -7 | -2 | -4 | 4 | -3 | -8 | 0
O=C(CSc1nc(O)c(C2CCCCC2)c(=O)[nH]1)NCC1CCCO1 (stereo not drawn) | -5 | 8 | -4 | 3 | 12 | 2 | 4 | 4 | -1
CCCCOc1ccccc1P(=O)(O)CP(=O)(c1ccccc1)c1ccccc1 | 1 | 2 | -1 | -12 | 12 | -7 | 9 | -3 | 8
COc1cc(-c2nc(-c3cccc(C(F)(F)F)c3)no2)cc(OC)c1OC | 3 | 11 | -3 | 0 | -4 | 1 | 2 | -7 | -5
COc1ccccc1OCC(=O)OCC(=O)NCCN1C(=O)CSC1=O | 7 | 4 | 0 | 1 | 12 | 5 | -3 | -8 | 0
Cc1ccc(NC(=O)c2cc3c(s2)CCC3)cc1S(=O)(=O)N1CCOCC1 | 2 | 8 | -6 | -11 | -4 | 10 | -2 | 0 | 0
CCOC(=O)N1CCN(C(=O)c2ccc3c(=O)n(Cc4ccc(Cl)cc4)c(=S)[nH]c3c2)CC1 | -10 | -7 | -5 | -7 | 16 | 2 | -1 | 7 | -4
COc1cc(CNc2ccccc2Oc2cc(=O)n(C)c(=O)n2C)cc(OC)c1OC | 3 | 0 | -7 | 0 | -10 | 8 | 0 | -1 | -4
Cc1cc(NC(=O)CSc2nc3ccccc3n2CC(=O)N2CCC(C)CC2)no1 | 2 | 1 | -6 | x | -28 | x | 1 | -1 | -1
Cc1nn(S(=O)(=O)c2ccc([N+](=O)[O-])cc2)c(C)c1Sc1ccccc1 | 0 | 6 | -1 | x | 16 | x | 3 | 2 | 3
COc1ccc2c(c1)c1nnc(SCC(=O)N3CCCCC3C)nc1n2C (stereo not drawn) | -15 | 9 | 8 | 20 | 2 | 3 | 8 | 13 | 2
COc1ccc(OC2C(=O)N(CCc3ccc(OC)c(OC)c3)C2c2ccc3c(c2)OCO3)cc1 (stereo not drawn) | 0 | 6 | -9 | -2 | 9 | 2 | -2 | 5 | 8
CC(C)(C)NC(=O)C(c1ccco1)N(Cc1ccc2c(c1)OCO2)C(=O)Cn1nnc2ccccc21 (stereo not drawn) | 8 | -3 | -3 | 2 | -18 | 25 | -6 | -8 | -1
O=C(Cc1ccccc1)NC(=S)Nc1cc(C(F)(F)F)ccc1Cl | 11 | 3 | -5 | -20 | 1 | 1 | 2 | -8 | -1
CCc1ccc(N(C(=O)c2csnn2)C(C(=O)NCc2ccccc2)c2ccco2)cc1 (stereo not drawn) | 8 | 3 | -7 | 6 | -12 | -1 | -11 | -5 | 1
Cc1sc2nc3n(c(=O)c2c1C)CCCCC3 | 17 | 6 | -7 | x | -17 | x | 1 | -15 | -4
Cc1ccc(C(C)C)c(OCCNC(=O)c2cncc(Br)c2)c1 | 3 | 16 | -4 | 3 | -4 | 15 | 3 | 2 | 4
COc1ccc(N2CC(C(=O)NC3CC(C)(C)NC(C)(C)C3)CC2=O)cc1 (stereo not drawn) | x | 6 | -5 | -2 | 9 | 5 | -2 | x | 0
COc1cccc(/C=N/NC(=O)CSc2nnc(C)n2-c2ccccc2)c1O | 16 | 1 | -7 | 0 | 8 | -5 | 4 | -13 | 5
CCN(CC)Cc1c(-c2ccccc2)[nH]c2ccc(C)cc2c1=O | -6 | 3 | -9 | -7 | 6 | 13 | 0 | 8 | -2

(more compounds)
Letters – A = PTPN22 inh 2; B = Rev-RRE block; C = S1P2 ag; D = PostGolgi yeast; E = S1P2 antag; F = PostGolgi ctrl; G = EphB4 antag; H = PTPN22 act; I = FAK inh
> CCOC(=O)C1CCN(Cc2ccc(O)c(OC)c2)CC1
  A: -9 | B: 3 | C: -5 | D: 7 | E: 10 | F: 6 | G: 2 | H: 9 | I: 1

> Cn1cccc1C(=O)OCc1csc(-c2ccccc2)n1
  A: -15 | B: 14 | C: 0 | D: 5 | E: -6 | F: 15 | G: -4 | H: 11 | I: 5

> CC(C)(C)OC(=O)NCCc1nnc(SCc2ccc(Cl)cc2)o1
  A: 3 | B: 15 | C: -3 | D: 1 | E: 17 | F: 15 | G: 1 | H: 0 | I: -2

> COc1ccc(CN(CC2CCCO2)S(=O)(=O)c2ccc(C(=O)O)cc2)cc1OC (stereo not drawn)
  A: -2 | B: 12 | C: 0 | D: 5 | E: -1 | F: 5 | G: 0 | H: 1 | I: -3

> O=S(=O)(c1ccc(F)c(F)c1)N1CCN(Cc2ccc3c(c2)OCO3)CC1
  A: -7 | B: 10 | C: -2 | D: 7 | E: -1 | F: 12 | G: 11 | H: 5 | I: 5

> COc1ccc(C(=O)CSc2nccc(=O)[nH]2)cc1
  A: -1 | B: -3 | C: -4 | D: 7 | E: -10 | F: 17 | G: -3 | H: -2 | I: -1

> O=C(Cn1cc(C(F)(F)F)ccc1=O)N1CCN(S(=O)(=O)c2ccccc2)CC1
  A: -11 | B: 4 | C: -1 | D: 15 | E: 9 | F: -1 | G: -3 | H: 9 | I: 5

> CN1CCN(C(=O)CCC(=O)c2ccc(F)cc2)CC1
  A: 1 | B: 4 | C: -7 | D: -12 | E: -16 | F: -6 | G: -5 | H: -5 | I: -1

No new results follow: entries from further up.
Letters – A = PTPN22 inh 2; B = Rev-RRE block; C = S1P2 ag; D = PostGolgi yeast; E = S1P2 antag; F = PostGolgi ctrl; G = EphB4 antag; H = PTPN22 act; I = FAK inh
> CCc1ccc(N(C(=O)c2csnn2)C(C(=O)NCc2ccccc2)c2ccco2)cc1 (stereo not drawn)
  A: 8 | B: 3 | C: -7 | D: 6 | E: -12 | F: -1 | G: -11 | H: -5 | I: 1

> Cc1sc2nc3n(c(=O)c2c1C)CCCCC3
  A: 17 | B: 6 | C: -7 | D: x | E: -17 | F: x | G: 1 | H: -15 | I: -4

> Cc1ccc(C(C)C)c(OCCNC(=O)c2cncc(Br)c2)c1
  A: 3 | B: 16 | C: -4 | D: 3 | E: -4 | F: 15 | G: 3 | H: 2 | I: 4

> COc1ccc(N2CC(C(=O)NC3CC(C)(C)NC(C)(C)C3)CC2=O)cc1 (stereo not drawn)
  A: x | B: 6 | C: -5 | D: -2 | E: 9 | F: 5 | G: -2 | H: x | I: 0

> COc1cccc(/C=N/NC(=O)CSc2nnc(C)n2-c2ccccc2)c1O
  A: 16 | B: 1 | C: -7 | D: 0 | E: 8 | F: -5 | G: 4 | H: -13 | I: 5

> CCN(CC)Cc1c(-c2ccccc2)[nH]c2ccc(C)cc2c1=O
  A: -6 | B: 3 | C: -9 | D: -7 | E: 6 | F: 13 | G: 0 | H: 8 | I: -2

> CCOC(=O)C1CCN(Cc2ccc(O)c(OC)c2)CC1
  A: -9 | B: 3 | C: -5 | D: 7 | E: 10 | F: 6 | G: 2 | H: 9 | I: 1

> Cn1cccc1C(=O)OCc1csc(-c2ccccc2)n1
  A: -15 | B: 14 | C: 0 | D: 5 | E: -6 | F: 15 | G: -4 | H: 11 | I: 5

> CC(C)(C)OC(=O)NCCc1nnc(SCc2ccc(Cl)cc2)o1
  A: 3 | B: 15 | C: -3 | D: 1 | E: 17 | F: 15 | G: 1 | H: 0 | I: -2

> COc1ccc(CN(CC2CCCO2)S(=O)(=O)c2ccc(C(=O)O)cc2)cc1OC (stereo not drawn)
  A: -2 | B: 12 | C: 0 | D: 5 | E: -1 | F: 5 | G: 0 | H: 1 | I: -3

> O=S(=O)(c1ccc(F)c(F)c1)N1CCN(Cc2ccc3c(c2)OCO3)CC1
  A: -7 | B: 10 | C: -2 | D: 7 | E: -1 | F: 12 | G: 11 | H: 5 | I: 5

> COc1ccc(C(=O)CSc2nccc(=O)[nH]2)cc1
  A: -1 | B: -3 | C: -4 | D: 7 | E: -10 | F: 17 | G: -3 | H: -2 | I: -1
